CDK5 inh: CDK5/p35 (human) kinase inhibition. Q00535+Q15078. Recombinant CDK5/p35, ADP-Glo luminescence, 60 min. inhibition, % at 10 µM. hit rate 0.01% among 330,000;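 active means highest replicate inhibition of at least 50% and at least 75% of replicates reaching 50%; inconclusive means only one of the two criteria met; inactive means both criteria failed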;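 further: plate controls were DMSO neutral control for no effect and GW8510 at 10 µM for full effect; many of its hits are not listed in these tables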
Tat transport: E. coli Tat transport inhibition | E. coli MC4100 TorA-mCherry Tat export, fluorescence | inhibition, % at 10 µM | AID 488895 | hit rate 0.036% among 340,000;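 active means mean replicate inhibition at least 50% and at least half of replicates individually reaching 50%; inconclusive means only one of the two criteria met; inactive means neither criterion met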;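 further: exported cargo escapes ClpAP degradation while cytoplasmic cargo is degraded and loses fluorescence; 0% = median of neutral control wells and 100% = median of NaSCN control wells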
Wnt act: activators of Wnt/beta-catenin signaling | AID 743398 | hit rate 1.2% among 300,000 | activation, % at 9.35 µM | Wnt/beta-catenin reporter cell assay, activator, plate reader; in the data active means activation above about 30%, passing the limit was not always enough; inconclusive means no clear call, values can overlap the other calls;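 further: 0% = neutral control wells and 100% = positive control wells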
RTF Ca sens act: increases calcium sensitivity of human cardiac regulated thin filaments; P19429+P45379; IANBD-labeled TnC RTF fluorescence at EC20 calcium; 0% EC20 calcium, 100% full calcium; activation, % at 7.2 µM; hit rate 0.24% among 340,000; AID 493008;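 active means activation above the mean over all tested compounds plus 3 SD, cut at about 30% in these data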;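 further: rise in fluorescence read as greater calcium sensitivity of cardiac thin filaments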
CAL PDZ FP-1: blocks peptide binding to human CAL PDZ domain; purified CAL PDZ, TMR-peptide fluorescence polarization, 1 h; inhibition, % at 20 µM; hit rate 0.02% among 330,000; AID 504414;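 active means highest replicate inhibition of at least 40%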;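 further: plate controls were DMSO neutral control wells for no effect and unlabeled competitor peptide control wells for full effect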
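Material: tagged CAL PDZ domain; buffer or medium: 25 mM sodium phosphate pH 7.4, 150 mM NaCl, TCEP, IgG, Thesit; compound dosing: single point, 20 µM; schedule: 1 h incubation at room temperature before polarization reading; measured by: FP readout, S and P plane fluorescence; read-out basis: percent inhibition from loss of millipolarization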
CAL PDZ FP-2: CAL PDZ (human) peptide binding inhibition; inhibition, % at 24.9 µM; AID 602252; Q9HD26; purified CAL PDZ, TMR-peptide fluorescence polarization, 1 h; hit rate 0.92% among 300,000;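 active means mean inhibition of at least 30% with at least half of replicates also reaching 30%; inconclusive means no clear call, values can overlap the other calls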;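 further: 0% = DMSO neutral control and 100% = excess unlabeled competitor peptide PRC23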
Rtt109 HAT inh: blocks Candida albicans Rtt109/Vps75 acetyltransferase activity. Q5AAJ8. purified Rtt109/Vps75, ThioGlo CoA-SH fluorescence, 4 h. inhibition, % at 34.9 µM. hit rate 0.16% among 330,000;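 active means inhibition of at least 50% in every replicate; inconclusive means best replicate reaches 50% inhibition but some replicates fall short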
Target sequence (Q5AAJ8 whole entry, looked up): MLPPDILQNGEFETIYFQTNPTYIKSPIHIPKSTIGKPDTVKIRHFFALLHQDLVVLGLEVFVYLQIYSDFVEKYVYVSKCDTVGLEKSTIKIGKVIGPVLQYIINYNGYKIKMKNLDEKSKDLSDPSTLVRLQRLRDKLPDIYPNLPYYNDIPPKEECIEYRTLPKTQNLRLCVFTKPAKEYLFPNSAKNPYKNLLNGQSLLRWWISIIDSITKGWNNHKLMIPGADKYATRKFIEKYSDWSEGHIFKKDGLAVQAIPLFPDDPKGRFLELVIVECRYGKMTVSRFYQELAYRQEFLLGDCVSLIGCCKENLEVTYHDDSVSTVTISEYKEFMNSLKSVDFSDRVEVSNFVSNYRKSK
V-ATPase pH: regulators of yeast V-ATPase proton transport. S. cerevisiae, pHLuorin cytosolic pH fluorescence. response, % at 10 µM. hit rate 0.37% among 350,000; in the data active means response mostly above about 7.3%, no sharp cut-off; inactive means mostly below about 5.4%; further: actives read high; inactives centre near 0; some compounds called inactive have numbers as strong as hits; reference of the scale not given here
dFosB activator: mouse delta FosB homodimer activation; hit rate 0.99% among 340,000; AID 493131; purified delta FosB, TAMRA-CDK5 oligo fluorescence polarization; percent of positive-control signal above neutral wells; P13346; activation, % at 25 µM;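 active means mean activation above about 17%, with every replicate also reaching it, limit read from the data, passing the limit was not always enough; inconclusive means only one of the two conditions met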;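 further: fluorescence polarization rise as delta FosB binds a TAMRA Cdk5 AP-1 oligo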
Target sequence (P13346 whole entry, looked up): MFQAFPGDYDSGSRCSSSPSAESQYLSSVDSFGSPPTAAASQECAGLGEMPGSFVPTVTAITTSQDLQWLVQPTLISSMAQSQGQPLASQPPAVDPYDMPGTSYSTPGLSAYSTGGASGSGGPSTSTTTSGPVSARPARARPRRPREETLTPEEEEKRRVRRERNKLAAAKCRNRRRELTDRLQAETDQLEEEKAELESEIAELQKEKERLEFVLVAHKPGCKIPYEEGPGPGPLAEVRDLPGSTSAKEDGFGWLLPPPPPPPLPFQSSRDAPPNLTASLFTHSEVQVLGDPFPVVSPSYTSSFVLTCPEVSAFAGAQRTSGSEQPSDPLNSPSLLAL
MITF TRPM1 HTS: activators of MITF-driven TRPM1 promoter activity in SK-MEL-5 cells | SK-MEL-5 TRPM1-promoter luciferase, 24 h; % of positive control, neutral wells = 0 | activation, % at 12.5 µM | hit rate 0.75% among 300,000 | AID 588334;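 active means mean activation of at least 80% with every replicate also reaching 80%; inconclusive means mean reaches 80% but some replicate falls short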;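 further: 0% = neutral control wells and 100% = parthenolide positive control wells; values of inactives mirror those of a sister screen read the other way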
* = called active by the depositor; i = inactive; ? = inconclusive; nt = no result given; & = joins results of further samples.

CDK5 inh	Tat transport	Wnt act	RTF Ca sens act	CAL PDZ FP-1	CAL PDZ FP-2	Rtt109 HAT inh	V-ATPase pH	dFosB activator	MITF TRPM1 HTS	Structure
-0.2	-13	-4	2	-0.2	3	0	0	0	6	CCC(=O)N1CCN=C1SCc1ccc(F)cc1
-6.8	34	-1	-4	-2.9	-3	3	-3	-4	-8	COc1ccc(C(=O)NCCCn2ccnc2)cc1[N+](=O)[O-]
-0.6	3	-1	-7	0.2	1	1	1	-2	-21	CCOC(=O)c1c(CCl)nc2ccccc2c1C
-0.6	-5	2	9	0.1	-14	-2	2	2	-4	CCCn1c(Nc2ccccc2)nc2ccccc21
2.0	-1	-4	0	-0.9	nt	7	2	1	6	Cc1cc(OCC(=O)N2CCN(c3ccccc3)CC2)c2c(C)c(C)c(=O)oc2c1
0.6	-11	nt	-1	0.2	nt	-4	-1	1	12	CCC(=O)Nc1ccc2c(c1)C(=O)c1ccccc1C2=O
2.1	0	0	-6	-1.7	-3	9	-4	-7	2	CCOC(=O)N1CCN(c2c(-c3ccc(C)cc3)c(=O)c2=O)CC1
-0.8	-7	nt	-8	-1.5	-4	-3	-3	-11	2	COc1ccc(-c2cc(C(F)(F)F)n3nc(C(=O)NCc4ccco4)cc3n2)cc1OC
1.8	-2	nt	10	-3.1	-6	nt	-2	-4	-1	Cc1ccc2cc(C(c3nnnn3C3CCCC3)N(Cc3cccnc3)Cc3ccco3)c(=O)[nH]c2c1 (stereo unspecified)
0.1	5	2	-5	-0.7	0	-5	1	-4	39	Nc1cccc(N=[N+]([O-])c2cccc(N)c2)c1
1.1	-16	nt	11	nt	-6	-7	2	-3	nt	CCCCN(CC)C(=O)C1CCC(=O)N(c2ccc(OC)cc2)C1c1ccc(OC)c(OC)c1 (stereo unspecified)
3.0	-5	-1	-3	-0.4	-2	-10	-1	2	-8	COCCNC(=O)c1onc(CSc2ccc(F)c(F)c2)c1C(=O)O
0.6	7	-1	4	0.0	nt	9	0	-6	-5	COC(=O)CN1C(=S)N(c2ccc(Cl)cc2)C(=O)C1CC(=O)Nc1ccccc1 (stereo unspecified)
0.6	-9	9	-4	nt	-9	-2	-1	-7	10	NC(=O)C1(N2CCCCC2)CCN(C(=O)CSc2nc3ccccc3o2)CC1
-0.2	3	-13	4	-1.7	nt	-11	4	-9	-3	Fc1ccc(-c2cc(C(F)(F)F)nc(-n3cncn3)n2)cc1
-0.1	6	-3	3	-0.6	0	-3	7	-7	nt	CCc1nnc(NC(=O)CSc2nccn2-c2cccc(C)c2C)s1
-0.6	20	-1	0	-1.3	-2	21	0	-12	2	CC(=O)N(CCC(c1ccco1)C(C)C)Cc1ccc(OC(C)C)cc1 (stereo unspecified)
0.1	1	2	-1	-2.3	1	5	2	0	-9	O=C(/C=C/c1ccccc1)Oc1coc(CSc2ncccn2)cc1=O
0.6	-3	2	1	-1.0	0	-5	-2	-3	5	COc1ccc2cc(C(=O)N3CCN(c4cccc(C)c4C)CC3)[nH]c2c1
0.0	11	-5	-3	-0.9	4	4	2	-7	-6	Cc1ccc(N(CC(=O)NC2CCCC2)C(=O)CCC(=O)Nc2ccccn2)cc1
-3.3	1	-3	1	-1.6	-1	nt	0	-8	0	Cc1cc(CNC(=O)COc2ccc(C#N)cc2)c2ccccc2n1
-1.3	-1	nt	3	-0.5	-3	9	1	-5	-1	CCCCN(CCCC)CC(O)CN1C(=O)NC(C)(C)C1=O (stereo unspecified)
0.4	5	-2	-14	-0.3	nt	-2	2	-9	7	COc1ccccc1C(=O)NC(=O)COC(=O)CCOc1ccccc1C
-0.8	-1	nt	-7	nt	2	5	6	-3	-8	CCC(Sc1nc2sc(C(=O)OC)c(C)c2c(=O)n1N)C(=O)NCC1CCCO1 (stereo unspecified)
-1.3	-2	nt	-4	-0.3	-3	-3	0	3	-13	CN1C(=O)c2cccc(NCCCCCCN3C(=O)c4ccccc4C3=O)c2C1=O

The list goes on:
CDK5 inh	Tat transport	Wnt act	RTF Ca sens act	CAL PDZ FP-1	CAL PDZ FP-2	Rtt109 HAT inh	V-ATPase pH	dFosB activator	MITF TRPM1 HTS	Structure
-0.5	-3	6	8	-1.3	1	10	-7	-4	nt	O=C(OCc1nc2ccccc2c(=O)[nH]1)c1cccs1
-0.3	-7	-3	0	0.7	-4	-3	-3	6	-11	Cc1ccc(C)c(NC(=O)C2CCCN(S(=O)(=O)c3ccc4[nH]c(=O)ccc4c3)C2)c1 (stereo unspecified)
0.1	-7	16	-10	-2.4	-3	-7	1	-6	?	COc1ccc(NC(=O)Nc2ccccc2OC)cc1
1.2	-4	-1	7	-1.3	-2	9	-7	0	3	O=C(CN1C(=O)C2C3C=CC(C3)C2C1=O)NCc1ccc2c(c1)OCO2 (stereo unspecified)
0.7	-3	-5	3	-3.2	1	-7	-2	1	5	O=C(NC(Cc1ccccc1)C(=O)O)/C(=C/c1ccc(F)cc1)NC(=O)c1ccccc1 (stereo unspecified)
0.0	-6	nt	-3	0.1	nt	12	-2	0	23	N#Cc1c(NC(=O)CSC2=NCCS2)sc2c1CCCC2
-1.1	-7	4	-2	0.1	1	115*	0	-9	-7	CCOC(=O)C1CCN(c2ccc([N+](=O)[O-])c(C(C)=O)c2)CC1
0.7	8	0	10	-2.3	3	-2	1	-7	4	CC(C)CN(C(=O)c1cccc(S(=O)(=O)N2CCCCC2)c1)C1CCS(=O)(=O)C1 (stereo unspecified)
-1.7	13	-1	3	-0.7	-3	-9	-2	-3	9	O=C(CS(=O)(=O)c1ccccc1)NCc1ccccc1
-0.3	-2	2	0	-0.8	5	-3	0	-15	6	Cn1cc(C(=O)NCc2ccc(Cl)cc2)c(=O)c2cc(S(=O)(=O)N3CCOCC3)ccc21
2.3	-3	nt	1	0.5	0	-4	-1	7	nt	Cc1cc(C)nc(-n2nc(C)c(Br)c2Nc2ccc(Br)cc2)n1
-1.7	-3	-3	-3	-0.2	nt	4	-5	-12	5	CC(c1nnc(SCC(=O)c2c(N)n(C3CC3)c(=O)[nH]c2=O)n1-c1ccc(F)cc1)N(C)C (stereo unspecified)
-0.5	-2	43*	0	-2.7	-1	7	-2	-1	37	CCn1nnnc1SCC(=O)Nc1ccc2c(c1)OCCO2
-0.5	-7	-6	-6	-1.6	3	5	-3	?	-10	CN=C1SC(CC(=O)Nc2ccc(F)cc2F)C(=O)N1/N=C/c1ccc(OC(F)F)c(OC)c1 (stereo unspecified)
1.6	4	2	-8	-2.3	-4	10	-2	-10	-5	O=c1oc2ccccc2c(NCc2ccc(Cl)cc2)c1[N+](=O)[O-]
-0.2	0	-5	5	-0.6	-1	?	2	-5	-3	CC(C)(C)[C@@H]1COC(=O)[C@H](Cc2ccc(F)cc2)CC/C=C\C[C@@H](CC(=O)N(CCO)Cc2ccccc2)C(=O)N1
0.0	3	0	2	nt	5	9	-1	-1	-5	O=C(NCc1ccco1)C(c1cccs1)N(C(=O)C1COc2ccccc2O1)c1cccc(O)c1 (stereo unspecified)
0.8	-2	nt	0	-0.5	-2	1	-4	2	5	CCn1c(SCC(=O)NC(C)(C)C)nnc1-c1ccccn1
0.0	-3	-1	-5	-2.9	0	24	0	5	3	COc1ccc2nc(CNC(=O)C3CCC(=O)N(CCc4ccccc4)C3)[nH]c2c1 (stereo unspecified)
-0.2&-0.8	-1&-9&5	-1&-1	i	-1.4&-0.4	-3&-3	-2&-10&-3	3&7	1&-3	9&8	Clc1ccccc1CN1CCc2sccc2C1
-2.6	0	1	1	-2.7	-3	9	4	-15	2	CCc1nnc(NC(=O)CSc2sc3c(O)cc(=O)[nH]c3c2C#N)s1
4.0	12	-3	-9	0.5	-3	-2	11	-1	9	C=C(C)C1CC=C(CN2CCC(C(=O)OCC)CC2)CC1 (stereo unspecified)
5.1	-9	-2	3	0.1	1	10	3	-2	11	CC1CC(NS(=O)(=O)c2cccs2)CC(C)(C)C1 (stereo unspecified)
-1.2	10	-5	2	-1.6	-4	-1	-1	-13	33	COCCN(CCOC)C(=O)c1cc2sc3ccccc3c2s1
0.6	5	-2	10	-0.6	-2	0	8	-22	-3	COc1ccc(C(CNC(=O)COc2ccccc2C)N2CCOCC2)cc1 (stereo unspecified)

New compounds follow.
CDK5 inh	Tat transport	Wnt act	RTF Ca sens act	CAL PDZ FP-1	CAL PDZ FP-2	Rtt109 HAT inh	V-ATPase pH	dFosB activator	MITF TRPM1 HTS	Structure
0.1	-9	2	2	-0.5	0	2	10	8	37	Cc1nn(-c2ccccc2)c(Cl)c1/C=N/Nc1nnc(C)c(=O)[nH]1
2.8	8	1	7	-2.5	-2	1	3	2	-7	CC[n+]1c(C)sc2c3ccsc3ccc21
-0.4	-3	nt	0	-0.4	0	-4	2	2	3	COc1cccc2[nH]c3ccccc3c(=O)c12
-7.5	14	-10	1	-0.9	-3	1	5	-5	-36	O=C(Nc1ccc(N2CCOCC2)cc1)c1ccc(Cl)c(S(=O)(=O)N2CCCCC2)c1
0.5	5	-2	-1	-1.5	-4	0	-2	-6	4	C(=N\N1CCN(C(c2ccccc2)c2ccccc2)CC1)/c1ccc2c(c1)OCO2
-0.5	0	0	3	0.5	-1	14	6	-10	3	Cc1ccc2nc(C)c3c(c2c1)OC(C(C)(Cl)Br)C3 (stereo unspecified)
-0.1	3	nt	-1	-0.8	5	-1	0	0	24	CCOC(=O)C1CCN(S(=O)(=O)Cc2ccc(Cl)cc2)CC1
-1.4	3	nt	-1	-0.9	nt	-5	0	1	-2	Cn1c(=O)c2c(nc(Br)n2CCSc2nnnn2-c2ccccc2)n(C)c1=O
0.3	-9	1	6	0.4	-3	17	4	9	nt	Cc1ccsc1CNCC(O)c1ccccc1 (stereo unspecified)
-1.1	5	-1	2	0.0	-1	10	12*	-3	-2	CCC(NC(=O)c1ccc(C#CC2(O)CCCCC2)cc1)C(=O)O (stereo unspecified)
-0.8	-6	nt	3	-2.2	-2	-3	0	5	1	O=C(NC1CC1)c1ccc(F)cc1Cl
-0.4	-3	-2	-3	0.1	8	1	-1	5	12	CCCCCO
0.0	5	1	-4	0.1	-1	2	2	-4	-2	CCOc1ccccc1C(=O)Nc1ccccc1O
2.9	1	?	1	1.1	0	0	-1	-13	108*	COc1ccc(NC(=S)N2CCC(c3ccccc3)C2)cc1 (stereo unspecified)
0.6	-2	nt	3	-0.7	-6	-4	-2	0	5	Cc1sc(NC(=S)NC(=O)c2ccccc2)c(C#N)c1C
-0.3	6	nt	-4	-0.2	nt	4	1	-5	-8	O=C(CSc1ccc(F)cc1)N1CCC(c2nc3ccccc3s2)CC1
-2.0	-1	12	-10	nt	-3	12	-4	-1	nt	Cc1cccc(-c2nsc(SCC(=O)Nc3nccs3)n2)c1
-1.7	-4	4	-2	-3.5	nt	4	0	-7	35	Cc1cccc(C(=O)NC(=S)N(C)C2CCCCC2)c1

Assay outcomes deposited in PubChem by several laboratories.
